Assay outcomes as filed in PubChem BioAssay.
T cell HTS: modulates CD8 T cell binding to vesicles. 2C CD8+ T cell-vesicle binding, flow cytometry; active compounds read low. calls only at 7 µM. hit rate 0.068% among 330,000. AID 2052;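 active means response, share of CD8 T cells binding vesicles, and their 90th percentile fluorescence all below set limits, cut at about 80% in these data, passing the limit was not always enough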
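Incubation: binding step 1.5 h, 37 °C, antibody labelling 20 min, ice; system: murine 2C transgenic CD8+ T lymphocytes; technique: cytometric PE anti-B7-1 and Alexa647 anti-CD8 signals after 1% paraformaldehyde fixation; also added: QL9-charged Drosophila Ld/ICAM-1/B7-1 vesicles; control set: naked versus QL9-loaded vesicles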
Myeloid diff 2: compounds promoting myeloid differentiation; hit rate 1% among 360,000; calls only at 10 µM; ER-HoxA9 myeloid progenitors, lysozyme-GFP differentiation, flow cytometry; AID 624256;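 active means normalized GFP-positive differentiation at or above the plate's own cutoff, the solvent-only control mean plus 3 SD; inconclusive means no clear call, values can overlap the other calls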;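 further: cells exposed to compound for four days before flow analysis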
WT yeast gro inh: growth inhibition of WT yeast, mitochondrial fusion screen. mitochondrial fusion phenotypic screen, WT strain. inhibition, % at 10 µM. hit rate 2.1% among 190,000; in the data active means inhibition above about 58%; tested in S. cerevisiae
MgcRacGAP inhibition: MgcRacGAP GTPase-activating activity inhibitors, confirmation, biochemical, ADP Hunter fluorescence; MgcRacGAP-stimulated Rac1 GTP hydrolysis, ADP Hunter fluorescence; higher % means a stronger effect; GST-tagged Rac1 F28L mutant substrate; one-dose inhibition, % at 30 µM; IC50 in µM for titrated hits; hit rate 0.6% among 340,000; AID 624330;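 active means first-screen hits whose inhibition reached a set limit at any dose in the follow-up dose series; inconclusive means inhibition above the set first-screen limit but never retested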;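 further: fluorescence reports GDP produced by GAP-driven GTP hydrolysis; strong numbers were not always called active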
Large T inhibition: SV40 large T antigen inhibitors, biochemical (AID 1903). inhibition, % at 20 µM; hits with a dose series show IC50 in µM. hit rate 0.39% among 310,000. SV40 large T antigen ATPase/helicase inhibition assay; higher % means a stronger effect; in the data active means a potency from the dose series; inconclusive means inhibition mostly from about 32% at the one dose, without a potency; inactive means the rest, 99 in 100 with inhibition below about 32%; further: strong numbers were not always called active
PhoP inhibition: inhibitors of PhoP regulon expression, primary screen, Salmonella Typhimurium, GFP reporter (AID 1863); S. Typhimurium PhoP-regulated promoter GFP reporter, 4 h; higher % means a stronger effect; one-dose inhibition, % at 50 µM; IC50 in µM for titrated hits; hit rate 0.16% among 300,000;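 active means inhibition over 29.93%, a cutoff 3 SD above the screen mean, later confirmed by dose response; inconclusive means inhibition over 29.93% but no dose response follow-up; inactive means inhibition at most 29.93% or unconfirmed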;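 further: 0% = low Mg2+ inducing control and 100% = high Mg2+ repressing control; strong numbers were not always called active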
bCat nuc transl: modulators of beta-catenin nuclear translocation; HeLa beta-catenin nuclear translocation, immunofluorescence imaging; hit rate 0.3% among 190,000; nuclear translocation activity, % at 5 µM;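 active means nuclear translocation activity above 50% at 5 µM, with a well cell count of 50 or more; inconclusive means wells under 50 cells across six images, flagged as toxic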;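 further: per-cell ratio of nuclear to cytoplasmic median beta-catenin stain intensity; plate controls were DMSO negative control for no effect and GSK-3 inhibitor IX positive control for full effect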
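assay system = human HeLa cells, endogenous beta-catenin | times = compound treatment 24 h, 37°C, 5% CO2 | detection = Anti-beta-catenin immunofluorescence on PFA-fixed, Triton-permeabilized cells, DAPI nuclei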
West Nile antiviral: West Nile virus antiviral activity, cell-based, CPE readout (AID 1621). hit rate 0.02% among 290,000. West Nile virus-infected cells, CPE inhibition; higher % means a stronger effect. CPE inhibition, % at 10 µM, or IC50 in µM where a hit was titrated; in the data active means a potency from the dose series; inconclusive means CPE inhibition mostly from about 3.7% at the one dose, without a potency; inactive means the rest, 99 in 100 with CPE inhibition below about 2.2%; further: strong numbers were not always called active
RSV antiviral HEp-2: inhibition of RSV-induced cytopathic effect – HEp-2 cells, primary 10 µM value included (AID 2391); HEp-2 cells, RSV-induced CPE inhibition; higher % means a stronger effect; CPE inhibition, % at 10 µM, or IC50 in µM where a hit was titrated; hit rate 0.13% among 310,000; in the data active means a potency from the dose series; inconclusive means CPE inhibition mostly from about 23% at the one dose, without a potency; inactive means the rest, 99 in 100 with CPE inhibition below about 21%; further: strong numbers were not always called active
WT yeast gro inh mutant strain: further read-out of WT yeast gro inh, marked with its call; inhibition, %; mitochondrial fusion phenotypic screen, mutant strain inhibition
bCat nuc transl cell count 5 µM: second read-out of bCat nuc transl, no call of its own (marks repeat the call); cell count; measured here: cell count, cytotoxicity flag
T cell HTS vesicle-bound %: recorded beside T cell HTS, whose call it bears; double positive events, %; measured here: CD8+ vesicle-bound cell fraction;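 binding gate set so that unloaded-vesicle control wells show 10% double positive cells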
Myeloid diff 2 GFP+ MAC1+ %: recorded beside Myeloid diff 2, whose call it bears; GFP+ MAC1+ double positive, %; measured here: differentiation confirmed by MAC1 staining
* = called active by the depositor; i = inactive; u = inconclusive; x = not tested or not shown.

SMILES	T cell HTS	T cell HTS vesicle-bound %	Myeloid diff 2	Myeloid diff 2 GFP+ MAC1+ %	WT yeast gro inh	WT yeast gro inh mutant strain	MgcRacGAP inhibition	Large T inhibition	PhoP inhibition	bCat nuc transl	bCat nuc transl cell count 5 µM	West Nile antiviral	RSV antiviral HEp-2
O=[N+]([O-])c1cc(/C=N/N2CCN(c3ccccc3)CC2)ccc1Cl	i	20.3	i	1.1	-9.3	-9.0	4.6%	4.4%	-14.0%	x	x	-1.1%	1.4%
Cc1ccc(S(=O)(=O)N2CCOCC2)cc1C(=O)O	i	29.8	i	8.6	-2.4	8.8	0.5%	8.7%	-4.1%	0.2	1116	0.1%	1.1%
O=C(CCNS(=O)(=O)c1ccccc1)N1CCN(c2ccccc2F)CC1	i	53.3	i	0.4	x	x	3.6%	22.3%	-4.7%	x	x	-0.9%	0.3%
NC(=S)c1ccc(C(N)=S)o1	x	x	i	0.4	7.1	0.7	11.9%	29.7%	8.0%	0.1	1038	-0.1%	6.2%
CS(=O)(=O)Nc1ccccc1C(=O)N1CCCC1	i	50.8	i	0.7	11.7	14.7	-0.8%	3.4%	-5.9%	x	x	0.1%	1.6%
Cc1ccc(C(=O)C(OC(=O)CNS(=O)(=O)c2ccccc2)c2ccccc2)cc1 (stereo unspecified)	i	36.0	i	1.2	19.7	17.2	1.6%	1.8%	1.7%	-2.2	1460	0.2%	2.2%
COc1ccc(OC2CCN(S(=O)(=O)c3ccc(F)cc3)CC2)cc1	i	13.6	i	0.4	x	x	13.9%	3.6%	6.3%	x	x	0.0%	u
C[C@@H]1CN(Cc2nc(-c3ccc(Cl)cc3)no2)C[C@H](C)O1	i	19.7	i	1.4	18.6	2.7	-23.9%	6.9%	1.3%	-0.2	1045	-1.6%	18.1%
COCCn1c(SCC(=O)OC(C)C)nnc1-c1ccccc1	i	42.9	i	1.0	-0.4	-5.8	-7.3%	-3.0%	7.8%	-6.1	1029	0.1%	-0.7%
O=C(COC(=O)Cn1cnc2ccccc21)Nc1ccc2c(c1)OCCO2	i	36.5	i	1.1	x	x	12.2%	6.4%	3.4%	-5.3	1023	0.1%	1.8%
CCOc1nc(C)ccc1-c1noc(CC)n1	i	54.9	i	1.6	-15.1	-18.2	1.3%	-2.2%	-1.7%	1.4	454	-0.1%	1.2%
CC(C)C(=O)NC(Nc1ccc(S(N)(=O)=O)cc1)C(Cl)(Cl)Cl (stereo unspecified)	i	31.8	i	0.6	-21.1	-18.0	5.5%	2.1%	1.1%	0.1	940	0.7%	0.6%

Overlap with the part before: two compounds; new compounds follow.
SMILES	T cell HTS	T cell HTS vesicle-bound %	Myeloid diff 2	Myeloid diff 2 GFP+ MAC1+ %	WT yeast gro inh	WT yeast gro inh mutant strain	MgcRacGAP inhibition	Large T inhibition	PhoP inhibition	bCat nuc transl	bCat nuc transl cell count 5 µM	West Nile antiviral	RSV antiviral HEp-2
CCOc1nc(C)ccc1-c1noc(CC)n1	i	54.9	i	1.6	-15.1	-18.2	1.3%	-2.2%	-1.7%	1.4	454	-0.1%	1.2%
CC(C)C(=O)NC(Nc1ccc(S(N)(=O)=O)cc1)C(Cl)(Cl)Cl (stereo unspecified)	i	31.8	i	0.6	-21.1	-18.0	5.5%	2.1%	1.1%	0.1	940	0.7%	0.6%
COc1ccc(OCCn2cnc3ccccc32)cc1	i	37.9	i	0.7	x	x	9.0%	9.5%	11.6%	x	x	-0.8%	19.0%
NC(=O)COc1ccccc1C(=O)NC12CC3CC(CC(C3)C1)C2	i	22.7	i	0.6	x	x	8.9%	22.5%	4.6%	x	x	-0.7%	1.4%
CCCCn1c(O)c(N=Nc2ccccn2)c2ccccc21	i	43.1	i	0.3	67.6*	51.2*	3.2%	-4.0%	-8.6%	-1.1	943	-1.6%	3.5%
Cc1cc(C)nc(NS(=O)(=O)c2ccc(NC(=O)CCN3C(=O)c4ccccc4C3=O)cc2)n1	i	51.1	i	0.9	15.0	-1.7	6.0%	-5.3%	19.9%	1.1	1138	-0.5%	-0.9%
COc1ccc(NC(=O)c2c(F)cccc2F)cc1S(=O)(=O)Nc1ccc(Br)cc1	i	39.5	i	0.5	9.2	-5.5	6.8%	1.4%	10.5%	2.6	794	0.6%	8.3%
COc1ccc(OCCSc2nnc(-c3ccc(OC)cc3)n2N)cc1	i	56.5	i	0.3	6.0	-0.8	11.6%	0.4%	35.1%	x	x	-0.3%	2.0%
O=S(=O)(Nc1cccc2cccnc12)c1ccc(S(=O)(=O)N2CCCC2)cc1	i	2.6	i	0.8	3.0	-35.5	-1.1%	22.9%	1.2%	x	x	u	20.1%
Cc1c(C(=O)N2CCN(CCc3ccccn3)CC2)oc2ccc(Cl)cc12	i	25.0	i	2.4	x	x	-2.3%	1.7%	-6.5%	x	x	-0.6%	4.2%
Cc1ccc2nc(N3CCN(C(=O)CCC(=O)O)CC3)nc(-c3ccccc3)c2c1	i	37.2	i	0.2	x	x	5.8%	5.9%	-11.3%	x	x	-0.1%	1.8%
CC(CNC(=O)COc1ccc2c(c1)OCO2)c1ccccc1 (stereo unspecified)	i	24.1	i	0.7	x	x	7.1%	x	x	x	x	x	-0.2%
Cc1nn(C)cc1/C=N/n1nnnc1N	i	30.9	i	0.7	-2.4	-2.6	8.1%	0.3%	-1.6%	-0.6	1142	-0.3%	-0.5%
Cc1ccc(C)c(CSc2nnc(-c3cccnc3)o2)c1	i	10.3	i	4.1	26.7	25.7	18.6%	4.3%	14.2%	-0.9	970	-1.1%	3.3%
CCOc1ccccc1Nc1nnc(SCc2ccc(C(=O)OC)o2)s1	i	44.2	i	2.5	27.9	2.3	5.6%	-0.8%	7.5%	5.5	869	-0.3%	4.5%
CCOc1ccccc1NC(=O)CCSc1nc2n[nH]c(C)c2c(=N)n1-c1ccccc1Cl	i	15.1	x	x	5.5	7.0	4.2%	17.3%	3.0%	x	x	u	0.8%
CC(C)(C)OC(=O)N[C@@H](Cc1ccccc1)C(=O)NCC1CCC(C(=O)N[C@@H](CC(=O)O)C(=O)O)CC1 (stereo partly specified)	i	29.6	i	0.7	x	x	-2.9%	0.3%	x	x	x	0.1%	-0.5%
CC1(C2(O)CC(c3ccccc3)ON2)CCCCC1 (stereo unspecified)	i	11.0	x	x	-0.7	7.5	x	-5.6%	1.4%	x	x	0.6%	1.3%
CCc1c(C)sc(NC(=O)c2ccc(Br)o2)c1C(=O)OC	i	40.6	i	0.0	24.8	-30.0	1.7%	1.1%	0.3%	x	x	-0.3%	5.0%
COc1ccc(C2Nc3ccc4ccccc4c3-c3c2c(=O)oc2ccccc32)cc1 (stereo unspecified)	i	28.0	i	13.5	31.0	29.3	0.5%	21.1%	-2.3%	-1.0	1058	12.7%	1.7%
Cn1c(SCc2cccc(F)c2)nnc1-c1cnccn1	i	38.0	i	0.9	x	x	9.2%	11.9%	-0.8%	-1.9	1403	2.2%	3.3%
FC(F)(F)c1cnc2c(c1)Nc1ccccc1S2	i	9.6	i	0.8	13.1	-5.5	10.2%	-11.6%	19.0%	1.9	1138	0.3%	1.7%
Cc1ccc(-c2csc(NC(=O)c3ccccc3Cl)c2C(=O)O)cc1	i	8.8	i	0.3	x	x	7.0%	13.2%	14.7%	x	x	0.9%	42.9%
COc1cccc(C2N(c3ccc(Cl)cc3)C(=O)C3CCCN32)c1 (stereo unspecified)	i	29.3	i	2.8	-5.5	3.5	6.1%	1.1%	-3.7%	0.5	1149	0.2%	-2.2%
CCc1nc2ccccc2c(C(=O)Nc2cc(C)ccc2C)c1C	i	55.2	i	0.5	x	x	8.1%	7.1%	-3.5%	x	x	-0.8%	2.2%
CCn1cc(C(=O)NCc2ccc3c(c2)OCO3)c(=O)c2cc(S(=O)(=O)N3CCOCC3)ccc21	i	6.7	i	0.4	-4.8	-8.7	3.8%	12.1%	12.5%	-1.0	835	-0.5%	6.8%

A few values from the list:
In T cell HTS vesicle-bound %, CCc1c(C)sc(NC(=O)c2ccc(Br)o2)c1C(=O)OC is listed with 40.6
In West Nile antiviral, Cn1c(SCc2cccc(F)c2)nnc1-c1cnccn1 is listed with 2.2%

New compounds follow:
SMILES	T cell HTS	T cell HTS vesicle-bound %	Myeloid diff 2	Myeloid diff 2 GFP+ MAC1+ %	WT yeast gro inh	WT yeast gro inh mutant strain	MgcRacGAP inhibition	Large T inhibition	PhoP inhibition	bCat nuc transl	bCat nuc transl cell count 5 µM	West Nile antiviral	RSV antiviral HEp-2
COC(=O)COc1ccc(S(=O)(=O)NCc2ccncc2)cc1	i	21.3	i	5.8	5.6	19.5	2.1%	2.7%	2.8%	x	x	x	4.9%
COc1ccc(C(CNC(=O)C(=O)Nc2ccc3c(c2)OCCO3)N2CCN(C)CC2)cc1 (stereo unspecified)	i	8.1	i	1.7	x	x	-2.6%	11.3%	7.3%	x	x	x	0.9%
Cc1c(C(=O)NC(C)C2CC3CCC2C3)cccc1[N+](=O)[O-] (stereo unspecified)	i	37.3	i	1.4	x	x	4.7%	-1.1%	6.3%	x	x	-0.1%	1.9%
C=CCNC(=S)N1CCC(C(=O)c2ccc3c(c2)OCCO3)CC1	i	22.8	i	0.6	26.4	24.0	0.8%	-4.5%	3.2%	-0.6	1013	-0.2%	-0.1%
CCCn1c(=O)c2ccccc2n2c(SCC(=O)N3CCc4ccccc4C3)nnc12	i	4.8	i	0.2	-0.2	-12.7	5.3%	-3.4%	-8.1%	1.1	1159	0.8%	2.2%
Cn1c(SCc2nc(-c3cccs3)no2)nnc1C1CCCCC1	i	59.1	i	0.9	-5.9	8.6	9.6%	1.8%	-12.2%	x	x	-0.7%	0.8%

One compound at a time, as listed above. Order of values: T cell HTS	T cell HTS vesicle-bound %	Myeloid diff 2	Myeloid diff 2 GFP+ MAC1+ %	WT yeast gro inh	WT yeast gro inh mutant strain	MgcRacGAP inhibition	Large T inhibition	PhoP inhibition	bCat nuc transl	bCat nuc transl cell count 5 µM	West Nile antiviral	RSV antiviral HEp-2
`Cn1c(SCc2nc(-c3cccs3)no2)nnc1C1CCCCC1` is entered as i	59.1	i	0.9	-5.9	8.6	9.6%	1.8%	-12.2%	x	x	-0.7%	0.8%
`COC(=O)COc1ccc(S(=O)(=O)NCc2ccncc2)cc1` is entered as i	21.3	i	5.8	5.6	19.5	2.1%	2.7%	2.8%	x	x	x	4.9%
